P. falciparum M17LAP: P. falciparum M17LAP inhibitors, primary screen, biochemical, fluorogenic H-Leu-NHMec substrate, 1536-well (AID 1619); one-dose inhibition, % at 30 µM; IC50 in µM for titrated hits; recombinant M17LAP, H-Leu-NHMec fluorogenic kinetic assay; higher % means a stronger effect; hit rate 0.38% among 220,000;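 active = compound inhibiting the enzyme by more than half at any dose during confirmatory dose-response retesting; inconclusive = strong single-dose inhibitors picked by rank but not retested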;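 note: plate controls were full reaction with DMSO carrier for no effect and no enzyme background for full effect; strong numbers were not always called active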
West Nile antiviral: West Nile virus antiviral activity, cell-based, CPE readout (AID 1621); West Nile virus-infected cells, CPE inhibition; higher % means a stronger effect; one-dose CPE inhibition, % at 10 µM; IC50 in µM for titrated hits; hit rate 0.02% among 290,000; in the data active = a potency from the dose series; inconclusive = CPE inhibition mostly from about 3.7% at the one dose, without a potency; inactive = the rest, 99 in 100 with CPE inhibition below about 2.2%; note: strong numbers were not always called active
P. falciparum M1AAP: P. falciparum M1AAP inhibitors, biochemical, fluorogenic H-Leu-NHMec substrate, 1536-well (AID 1445). recombinant M1AAP, H-Leu-NHMec fluorogenic kinetic assay; higher % means a stronger effect. inhibition, % at 30 µM, or IC50 in µM where a hit was titrated. hit rate 0.42% among 220,000;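 active = primary inhibition above the hit cutoff, then over 50% inhibition at one or more dose response concentrations, cut at about 23% in these data, passing the limit was not always enough; inconclusive = conflicting primary data, or primary hits not chosen for dose response; inactive = low primary inhibition, or under 50% at every dose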;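 note: plate controls were DMSO full reaction for no effect and no enzyme background for full effect; strong numbers were not always called active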
T cell modulator: T cell immune modulation candidate | AID 2052 | 2C CD8+ T cell-vesicle binding, flow cytometry; stronger effect = lower value | hit rate 0.068% among 330,000 | calls only at 7 µM;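 active = response, share of CD8 T cells binding vesicles, and their 90th percentile fluorescence all below set limits, cut at about 80% in these data, passing the limit was not always enough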
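System: murine 2C transgenic CD8+ T lymphocytes; also added: QL9-loaded Drosophila micro-vesicles; times: binding 1.5 h at 37 °C; measured by: flow cytometry, PE anti-B7-1 (FL2) versus Alexa647 anti-CD8 (FL8), PFA-fixed; control set: Peptide-free naked vesicles (low) and QL9 vesicles with 0.7% DMSO vehicle (high)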
RSV antiviral HEp-2: RSV antiviral activity via CPE protection, HEp-2 cells, primary 10 µM value included (AID 2391); HEp-2 cells, RSV-induced CPE inhibition; higher % means a stronger effect; CPE inhibition, % at 10 µM, or IC50 in µM where a hit was titrated; hit rate 0.13% among 310,000; in the data active = a potency from the dose series; inconclusive = CPE inhibition mostly from about 23% at the one dose, without a potency; inactive = the rest, 99 in 100 with CPE inhibition below about 21%; note: strong numbers were not always called active
PMI inhibitors: inhibitors of human PMI, primary screen, biochemical, fluorescence intensity, coupled assay (AID 1209). hit rate 0.42% among 190,000. inhibition, % at 20 µM; hits with a dose series show IC50 in µM. purified PMI enzyme, coupled fluorescence intensity; higher % means a stronger effect;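 note: plate controls were DMSO vehicle for no effect and wells lacking substrate for full effect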
TNAP activators: human TNAP enzyme activators, primary screen, biochemical, luminescent, no phosphate acceptor, uHTS (AID 1001); purified TNAP, luminescent activation assay, no phosphate acceptor; higher activation fold means a stronger effect; one-dose activation fold at 20 µM; EC50 in µM for titrated hits; hit rate 0.03% among 200,000; in the data active = activation fold from about 3, or a potency from the dose series; inactive = the rest, 99 in 100 with activation fold below about 1.6; note: many of its hits are not listed in these tables
human PMI inhibitors: human PMI inhibitors, high substrate, primary screen, biochemical, fluorescence intensity, high mannose 6-phosphate (AID 1220) | recombinant PMI enzyme, coupled fluorescence intensity; higher % means a stronger effect | one-dose inhibition, % at 20 µM; IC50 in µM for titrated hits | hit rate 0.66% among 190,000
UTI89 phage lysis: inhibition of K1F phage lysis, E. coli UTI89, bacterial capsule biogenesis inhibitors, alamar blue (AID 488966); E. coli UTI89 K1F phage lysis, alamar blue, 2 h; higher % means a stronger effect; one-dose inhibition, % at 100 µM; IC50 in µM for titrated hits; hit rate 0.02% among 340,000;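 active = phage lysis inhibition, versus mean bacterial control, above a set limit; inconclusive = no clear call, values can overlap the other calls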;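 note: capsule biogenesis inhibitors block K1F phage lysis so surviving cells raise fluorescence; higher fluorescence means more inhibition of phage lysis; actives were called in the ten point dose series up to 300 µM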
T cell modulator vesicle-bound %: further read-out of T cell modulator, marked with its call; double positive events, %; measured here: CD8+ vesicle-bound cell fraction;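 binding gate set so that unloaded-vesicle control wells show 10% double positive cells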
* = called active by the depositor; i = inactive; ? = inconclusive; . = no result given; [ ] = remark or other dose. Cut-off read from the data, not from the text of the source, unless noted: active = inhibition above about 50%; inactive = the rest.

SMILES | P. falciparum M17LAP | West Nile antiviral | P. falciparum M1AAP | T cell modulator | T cell modulator vesicle-bound % | RSV antiviral HEp-2 | PMI inhibitors | TNAP activators | human PMI inhibitors | UTI89 phage lysis
O=C(Nc1ccc(F)cc1F)c1csc(-c2cccs2)n1 | -4% | -0.4% | -5% | i | 25 | 2.0% | 0% | 1 | 0% | 0.7%
O=C(Nc1c(C(=O)O)[nH]c2ccc(F)cc12)c1cccc(C(F)(F)F)c1 | 18% | -0.1% | 8% | i | 31 | 2.0% | . | . | . | 0.1%
CC(CCc1ccccc1)NS(=O)(=O)c1ccccc1Cl (stereo not drawn) | . | 0.1% | . | i | 28 | 1.3% | . | . | . | -0.5%
CCN(CC)S(=O)(=O)c1ccc(N/N=C/c2cc(OC)ccc2O)nc1 | 20% | ? | 13% | i | 45 | 2.3% | -12% | 1 | -17% | 0.4%
Fc1ccc(-c2nnn3c2nc(NCc2ccccc2)c2ccccc23)cc1 | -14% | 0.3% | 3% | i | 22 | -0.1% | . | . | . | 0.2%
CCC(C)(C)n1nnnc1C(c1ccc2ncccc2c1)N1CCN(c2nc3ccccc3s2)CC1 (stereo not drawn) | -6% | 0.2% | 51µM* | i | 18 | 1.5% | 20% | 1.1 | 21% | 4.5%
COc1ccc(S(=O)(=O)N(CC(=O)N2CCOCC2)Cc2ccccc2)cc1 | 20% | -0.8% | 8% | i | 9 | -1.4% | -5% | 1.1 | 0% | 3.6%
Cc1nc2nc(NC(=O)c3ccco3)nn2c(C)c1Cl | . | -0.4% | . | i | 19 | 1.1% | . | . | . | 0.0%
Cc1cc(C)n(-c2ncnc3sc4c(c23)CCCC4)n1 | 14% | 0.8% | 13% | i | 30 | -0.2% | 4% | 1.1 | 9% | 0.9%
CC(=O)c1cccc(NC(=O)CCNS(=O)(=O)c2cccc3nonc23)c1 | -3% | -0.4% | -2% | i | 60 | -1.9% | -9% | 1.1 | -2% | 0.1%
Cc1cc(C)c(S(=O)(=O)c2ccccc2C(C)C)c(=O)[nH]1 | . | 1.4% | . | i | 38 | 2.8% | . | . | . | 1.5%[50 µM]
Cc1ccc(N(Cc2ccc(C(=O)NCC3CCCO3)cc2)S(C)(=O)=O)cc1C (stereo not drawn) | 4% | -1.0% | -4% | i | 11 | -0.4% | . | 1.1 | . | -1.0%
COc1ccc(-c2noc(C3CCCN(C(=O)c4ccccc4)C3)n2)cc1 (stereo not drawn) | 6% | -0.5% | -3% | i | 13 | 16% | . | . | . | -0.1%
COc1ccc2c(c1)O/C(=C\c1ccccc1C)C2=O | . | 0.3% | . | i | 8 | 3.2% | . | . | . | -0.3%[50 µM]
COCCn1cc(C(=O)NCc2cccs2)c2c3ccccc3n(C)c2c1=O | 13% | 0.2% | -4% | i | 16 | . | 6% | 1.1 | 14% | 1.5%
CCn1c(CNC(=O)c2cccs2)nnc1SCC(=O)Nc1ccc(Cl)cc1 | 19% | 0.1% | 5% | i | 42 | ? | -14% | 1 | -13% | 3.6%
CCOc1cccc(-c2c(C(=O)N/N=C(\C)c3ccncc3)nnn2-c2nonc2N)c1 | . | 0.2% | . | i | 52 | -0.2% | . | . | . | 0.2%
CCOC(=O)N1CCN(C(=O)C2CC(=O)N(c3ccc(OC)cc3)C2c2ccc(OC)cc2)CC1 (stereo not drawn) | 0% | 1.0% | 0% | i | 10 | 3.2% | 7% | 1 | 10% | -0.5%
CCCN1C(=O)c2cc(C(=O)Nc3ccccc3C)ccc2C1Nc1ccccc1C (stereo not drawn) | 0% | -0.1% | 4% | i | 28 | 14% | . | . | . | 2.2%[50 µM]
CCOC(=O)c1cc(NC(=O)c2ccc(Cl)cc2)c(=O)n2c1oc1ccc(Cl)cc12 | 7% | -0.6% | 2% | i | 38 | 0.0% | 15% | 1 | 14% | 3.7%
CCOc1ccc(NC(=O)COC(=O)c2ccc3c(c2)C(=O)N(CCc2ccccc2)C3=O)cc1 | -6% | 0.1% | -1% | i | 51 | 0.5% | -1% | 0.9 | 4% | 0.7%[50 µM]
O=c1c2ccccc2nc(-c2ccco2)n1/N=C/c1ccco1 | 10% | 0.4% | 2% | i | 12 | 0.2% | 2% | 1.1 | 8% | 0.1%
COc1cc2c(cc1/C=C1/NC(=O)N(c3ccccc3)C1=O)OCO2 | -1% | -0.1% | 4% | i | 4 | 0.1% | -2% | 1.1 | 5% | 1.2%[50 µM]
COc1ccc2oc(-c3ccccc3)c(C(=O)N3CCOCC3)c2c1 | -6% | 0.5% | 19% | i | 57 | -0.3% | -1% | 1 | -8% | 1.3%
O=C(NCCO)C1(c2ccc(Cl)cc2)CCCC1 | 9% | -0.2% | 1% | i | 25 | 3.0% | 0% | 1.1 | -5% | -0.2%
CSc1nc(C(=O)N2CCCC(Nc3ccc(C)c(C)c3)C2)cs1 (stereo not drawn) | . | -0.6% | . | i | 80 | 2.4% | . | . | . | 0.2%[50 µM]
c1cc(-c2noc(CCC3CCCC3)n2)ccn1 | -8% | 0.1% | 11% | i | 51 | 15% | 11% | 1.1 | 5% | 6.8%
CCN(CC)C(=O)C(Cc1ccccc1)N1C(=O)c2ccccc2C1=O (stereo not drawn) | 2% | 0.2% | 12% | i | 9 | 0.7% | -7% | 1.1 | -7% | 0.2%
Cc1nn(C)c(C)c1S(=O)(=O)N(CC(=O)Nc1ccc2c(c1)OCO2)c1ccc(C(C)C)cc1 | -12% | -0.3% | 8% | i | 28 | -0.7% | 9% | 1.1 | 12% | -0.8%
Fc1cccc(Nc2ncnc3[nH]ncc23)c1 | 5% | -0.3% | 3% | i | 10 | 4.0% | -37% | 1.9 | -26% | -0.3%
O=c1ccc(C(F)(F)F)cn1Cc1cc(=O)n2ccsc2n1 | 6% | 0.6% | 5% | i | 37 | 1.4% | -6% | 1.1 | -3% | 0.2%
O=C(O)c1cccc(S(=O)(=O)N(Cc2ccccc2)c2ccccc2)c1 | 3% | 1.0% | -5% | i | 18 | 1.2% | -18% | 1.1 | -2% | -0.3%
CC(C)(C)NC(=O)CCc1ncc(C(F)(F)F)cc1Cl | -3% | . | 3% | i | 50 | 0.0% | 2% | 1.1 | 1% | 5.3%
CCOC(=O)C1CCN(C(=O)COc2ccc(N(C)S(=O)(=O)c3cccs3)cc2)CC1 | 6% | 0.3% | 10% | i | 48 | 3.2% | 8% | 1.1 | 9% | 0.4%
O=C(CSc1nnc(Nc2ccccc2F)s1)Nc1cccc(S(=O)(=O)N2CCCCC2)c1 | -5% | -1.0% | 5% | i | 41 | 17% | 16% | 1.2 | 13% | 0.0%[50 µM]
CCC(C#CCN1CCOCC1)(CC)OCCC#N | 8% | 0.0% | 4% | i | 43 | 1.1% | 6% | 1.1 | 9% | 1.2%
COc1ccc(OC)c(CCNC(=O)CCn2ccc3cc(S(=O)(=O)N4CCCC4)ccc32)c1 | . | -0.2% | . | i | 11 | 0.8% | . | . | . | 0.0%
O=C(c1ccccc1Br)N1CCc2c([nH]c3ccccc23)C1 | . | -1.7% | . | i | 21 | 16% | . | . | . | -0.1%
Cc1cccc(-c2nc(=S)c3c(n2Cc2ccco2)CCCC3)c1 | 3% | 2.3% | 8% | i | 44 | 1.8% | -2% | 0.9 | -8% | 1.0%
CC1(C)CN=C(N2CCN(c3ncnc4sc5c(c34)CCCC5)CC2)S1 | 2% | -0.3% | 4% | . | . | . | 7% | 1.1 | 10% | .
O=C(CSc1nc2c(c(C(F)(F)F)n1)CCc1ccccc1-2)NCc1ccccc1 | 4% | -0.2% | 7% | i | 28 | 0.7% | 15% | 1.1 | 22% | 0.1%
Cc1sc2nc(C(C)C)oc(=O)c2c1C | -5% | 0.4% | 2% | i | 57 | 1.1% | -2% | 1.2 | -7% | -0.2%
CCOC(=O)C1CCN(C/C=C/c2ccccc2OC)CC1 | 0% | -0.1% | 2% | i | 10 | 0.8% | 6% | 1.1 | -4% | 2.2%
OC1(c2ccc(Cl)cc2)CCN(Cc2c[nH]c3ccccc23)CC1 | . | -0.7% | . | i | 54 | -1.8% | . | . | . | -0.3%
c1ccc(SCCc2ccncc2)cc1 | 6% | 0.1% | 0% | i | 37 | -0.4% | -4% | 1.1 | 2% | 1.5%
COC(=O)c1sccc1NC(=O)c1ccco1 | . | 0.5% | . | i | 19 | 0.3% | 11% | 1.1 | 10% | 1.5%
CC(Oc1ccc(Cl)cc1)C(=O)/C=C/N(C)C (stereo not drawn) | 7% | -0.4% | -3% | i | 15 | 0.5% | -8% | 1 | -3% | 0.4%
O=C(Nc1nccs1)c1ccc(N2C(=O)[C@@H]3[C@H](C2=O)[C@H]2C=C[C@@H]3C2)cc1 | 12% | 0.1% | 1% | i | 16 | -1.0% | . | . | . | -0.4%
CC(=O)Nc1cc(-c2nn(C)c(=O)c3ccccc23)ccc1N1CCOCC1 | 1% | . | 5% | i | 64 | 1.4% | 3% | 1.1 | 8% | -0.3%
CCN1CCN(CC(=O)c2c[nH]c3ccc(C)cc23)CC1 | 2% | 0.5% | -1% | i | 41 | -0.2% | 0% | 1.1 | -1% | 0.1%
O=C(CN1CCN(c2ccccn2)CC1)Nc1ccc(OC(F)(F)F)cc1 | . | -1.0% | . | i | 25 | 1.7% | . | . | . | 0.2%
O=C(Nc1ccc(Cl)cn1)c1ccc(Oc2ccccc2)cc1 | . | -1.3% | . | i | 50 | 22% | . | . | . | 0.5%
Cc1ccc(NC(=O)c2cc(S(=O)(=O)N3CCCC3)cn2C)cc1C | . | 0.1% | . | i | 13 | -1.5% | . | . | . | 4.4%
O=C(Nc1cccc(S(=O)(=O)NC2=NCCCCC2)c1)c1cc(-c2ccc(Cl)cc2)nc2ccccc12 | -12% | 1.9% | 4% | i | 60 | 9.1% | 1% | 1 | 0% | 0.8%[50 µM]
CC(C)CN(CC(C)C)S(=O)(=O)N1CCC(C(=O)NCc2ccc3c(c2)OCO3)CC1 | -3% | -1.2% | -5% | i | 17 | 3.8% | -2% | 1 | -3% | -1.2%

Some of the entries so far, tab-delimited:
smiles	P. falciparum M17LAP	West Nile antiviral	P. falciparum M1AAP	T cell modulator	T cell modulator vesicle-bound %	RSV antiviral HEp-2	PMI inhibitors	TNAP activators	human PMI inhibitors	UTI89 phage lysis
O=C(Nc1cccc(S(=O)(=O)NC2=NCCCCC2)c1)c1cc(-c2ccc(Cl)cc2)nc2ccccc12	-12%	1.9%	4%	i	60	9.1%	1%	1	0%	0.8%[50 µM]
CC(C)CN(CC(C)C)S(=O)(=O)N1CCC(C(=O)NCc2ccc3c(c2)OCO3)CC1	-3%	-1.2%	-5%	i	17	3.8%	-2%	1	-3%	-1.2%
